Compound activity (PubChem BioAssay)
KCNQ2 block: KCNQ2 potassium channel inhibitors, primary screen, cell-based, CHO-K1, FluxOR thallium flux, B-score (AID 2156); 20 min; hits give low values; B-score at 10 µM; 1.1% of 310,000 active;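 active = fluorescence ratio B-score at most minus 3 library SDs, with starting brightness B-score within 2 library SDs, cut at about -5.5 in these data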
Target sequence (O88943 whole entry, looked up): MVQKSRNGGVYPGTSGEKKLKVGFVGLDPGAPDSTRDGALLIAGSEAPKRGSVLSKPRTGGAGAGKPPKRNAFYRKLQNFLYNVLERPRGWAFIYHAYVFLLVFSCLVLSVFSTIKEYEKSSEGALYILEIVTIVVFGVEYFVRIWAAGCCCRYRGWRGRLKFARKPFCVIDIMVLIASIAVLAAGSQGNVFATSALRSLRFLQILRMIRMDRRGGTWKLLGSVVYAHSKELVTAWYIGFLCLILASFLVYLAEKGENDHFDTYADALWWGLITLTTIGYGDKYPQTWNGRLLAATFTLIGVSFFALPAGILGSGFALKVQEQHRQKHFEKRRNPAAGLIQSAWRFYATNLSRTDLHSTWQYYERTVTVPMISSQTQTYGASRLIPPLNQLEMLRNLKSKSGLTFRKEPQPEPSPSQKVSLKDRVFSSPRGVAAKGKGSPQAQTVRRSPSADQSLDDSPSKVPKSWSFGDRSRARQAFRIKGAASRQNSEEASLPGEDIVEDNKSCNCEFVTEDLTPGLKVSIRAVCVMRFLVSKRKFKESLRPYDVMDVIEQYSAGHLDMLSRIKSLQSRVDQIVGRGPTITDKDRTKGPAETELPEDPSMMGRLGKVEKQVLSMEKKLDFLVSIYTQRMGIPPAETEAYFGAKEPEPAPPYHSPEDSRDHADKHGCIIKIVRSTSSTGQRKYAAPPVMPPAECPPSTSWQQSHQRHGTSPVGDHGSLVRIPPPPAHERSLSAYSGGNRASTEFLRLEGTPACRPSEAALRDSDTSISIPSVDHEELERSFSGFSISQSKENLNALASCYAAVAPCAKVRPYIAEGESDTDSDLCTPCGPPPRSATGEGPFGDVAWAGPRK
OX1R antag: antagonists of human orexin 1 receptor (OX1R); O43613; OX1R-expressing cells, FRET antagonist read-out; inhibition, % at 6.6 µM; 1.8% of 330,000 active; in the data active = inhibition mostly above about 38%, no sharp cut-off; inactive = mostly below about 40%;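 note: 0% = agonist challenge alone and 100% = reference antagonist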
STK33 inh: human STK33 kinase inhibition | purified STK33, MBP phosphorylation, ADP-Glo luminescence | 0.073% of 320,000 active | inhibition, % at 10 µM | Q9BYT3;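 active = inhibition at or above 25%, using the most active replicate where run in duplicate; inactive = inhibition below 25%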
* marks the source's active call; other numbers are inactive results; i = inactive; / = no result given.

SMILES | KCNQ2 block | OX1R antag | STK33 inh
COCCNC(=O)CN(Cc1ccc(F)cc1)C(=O)CCC(=O)Nc1nccs1 | i | 38 | -2.0
COc1ccc(Cl)cc1C(=O)Nc1nnn(C)n1 | i | 0 | -2.0
CC(=O)N(CCCCl)C(C#N)c1ccccc1 (stereo not drawn) | i | 15 | -0.6
CC(NC(=O)c1ccc(Cl)cc1)C(=O)N1CCCCC1 (stereo not drawn) | i | 5 | -1.7
Cn1nnc2cc(C(=O)Nc3ccccc3)ccc21 | i | 18 | 0.2
CCc1c(C)nc(N2CCN(c3ccc(Cl)cc3)CC2)[nH]c1=O | i | 9 | -0.3
COc1cc(/C=N/n2nnnc2N)ccc1OC(C)=O | i | / | 0.4
COc1ccc(-c2cc(C(F)(F)F)n3ncc(C(=O)Nc4c(C)n(C)n(-c5ccccc5)c4=O)c3n2)cc1 | i | 11 | -0.5
CCOc1ccccc1C(=O)NCC(=O)OCC(=O)N1CCCC1 | / | 20 | 0.3
NNC(=O)C1SCCN1S(=O)(=O)c1ccc(Cl)cc1 (stereo not drawn) | i | 19 | -1.6
Cc1cccc(C)c1NC(=O)c1nc(S(=O)(=O)Cc2ccccc2)ncc1Cl | i | 39 | /
Cc1cc(NC(=O)CCC(=O)N(CC(=O)NC2CCCC2)c2cccc(C)c2C)no1 | i | 14 | -0.8
CCc1cccc(OCC(=O)Nc2cc(Cl)ccc2-n2cncn2)c1 | / | 11 | -0.6
COc1ccc(C(=O)/C=C/Nc2ccc(S(=O)(=O)Nc3nc(C)cc(C)n3)cc2)cc1OC | i | 15 | 0.3
O=C(Nc1ccc(F)cc1)c1cccc2c1C(=O)N(Cc1ccccn1)C2 | / | 36 | -0.2

The final 2 records of the part before are carried over, then new ones follow.
SMILES | KCNQ2 block | OX1R antag | STK33 inh
COc1ccc(C(=O)/C=C/Nc2ccc(S(=O)(=O)Nc3nc(C)cc(C)n3)cc2)cc1OC | i | 15 | 0.3
O=C(Nc1ccc(F)cc1)c1cccc2c1C(=O)N(Cc1ccccn1)C2 | / | 36 | -0.2
COc1cccc(C(=O)Cn2c(=O)n(CC3CCCO3)c(=O)c3ccccc32)c1 (stereo not drawn) | i | 6 | -0.2
CCOc1ccc(CCNC(=O)CS(=O)Cc2nc(-c3ccccc3Cl)oc2C)cc1OCC (stereo not drawn) | i | 72* | -0.2
CC(NC(=O)c1ccc(Cl)c(Cl)c1)c1ccc(-c2ccccc2)cc1 (stereo not drawn) | i | -5 | -4.1
CCN1C(=O)S/C(=C/c2ccc(Oc3ccc([N+](=O)[O-])cn3)c(OC)c2)C1=O | i | 12 | /
COc1ccc(S(=O)(=O)N(CCCN2CCOCC2)Cc2cccc3ccccc23)cc1 | i | 13 | -0.9
O=C(c1cc(-c2ccccc2O)on1)N1CCc2ccccc2C1 | i | 14 | -0.9
Cc1ccc(NS(=O)(=O)c2cccc(C(=O)NCC(c3ccc(F)cc3)N3CCOCC3)c2)cc1 (stereo not drawn) | i | 29 | /
CCCOC(=O)c1cc(NC(=O)/C=C/c2ccccc2)ccc1O | i | 62 | 0.0
C=CCn1cccc(C(=O)Nc2ccc(Cl)cc2)c1=O | i | 7 | -0.5
CCN1C(=O)[C@H]2[C@@H](c3ccc(-c4ccc(F)cc4)cc3)N[C@@](CC(C)C)(C(=O)OC)[C@H]2C1=O | i | 18 | 0.3
CCCNC(=O)c1cc(-c2ccccc2)c(N2CCCCC2)s1 | i | -10 | 0.0
CC1=NN(/C(=N\c2nnc(C)s2)Nc2ccccc2)[C@H](c2ccc(C)cc2)S1 | i | 17 | -0.4
CN=CC1=C(O)C(C(=O)OC)C(C)(C)CC1=O (stereo not drawn) | i | 20 | 1.5
CC1CCCC/C1=N\Nc1ccc(S(N)(=O)=O)cc1[N+](=O)[O-] (stereo not drawn) | i | 116* | -0.7
CCN(C(=O)c1c(-c2ccccc2)noc1C)c1ccccc1 | i | 8 | 0.9
CN(Cc1ccc(F)cc1)C(=O)C(Cc1ccccc1)NC(=O)c1ccccc1 (stereo not drawn) | i | 41 | 0.6
Cc1ccccc1C(=O)Oc1cccc2c(O)cccc12 | i | 14 | 2.2
Cc1ccc(NC(=O)c2cc(-c3ccc4c(c3)OCO4)on2)cc1 | i | -1 | -1.4
C#CCOCCOCCOCCNc1nc(N2CCN(C(=O)Cn3cc(CCCCN)nn3)CC2)nc(N2CCN(C(=O)[C@H](C(C)C)n3cc(CCO)nn3)CC2)n1 | i | 12 | -2.0
Cc1cc(Br)ccc1NC(=O)C1CCCO1 (stereo not drawn) | i | 3 | 1.9
COc1ccc(C(=O)NC(=S)NC(C)(C)C)cc1Br | i | 22 | -0.8
COC(=O)CN(c1ccc(Cl)cc1C)S(C)(=O)=O | i | 7 | 0.2
COc1ccc(NC(=O)COc2ccc3c(c2)CCC3)cc1S(N)(=O)=O | / | 9 | -0.3
O=C(Nc1ccc(O)c(-c2nc3ccccc3s2)c1)c1cc(=O)c2ccccc2o1 | i | 7 | -1.1
COc1ccccc1NC(=O)C(C)OC(=O)/C(=C/c1ccccc1)NC(C)=O (stereo not drawn) | i | 13 | 0.1
CC(=O)Nc1ccc(NS(C)(=O)=O)cc1 | i | 7 | -1.4
O=C(O)c1ccccc1C(=O)NCCc1c(C(=O)O)[nH]c2ccc(Cl)cc12 | i | 8 | -0.1
Cc1ccc(CN2CCN(/N=C/c3cc(Br)cc(Br)c3O)CC2)c(C)c1 | i | -7 | -0.1
CCCS(=O)(=O)N1CCN(CCN2C(=O)c3cccc4cccc(c34)C2=O)CC1 | i | 11 | -0.1
O=C(CSc1ncn[nH]1)N1c2ccccc2Sc2ccccc21 | i | 10 | -0.1
O=CC1=C(N2CCOCC2)/C(=C/c2ccc(Cl)cc2)CC1 | i | 9 | 0.0
O=C(NCc1ccc(F)cc1)c1cccc(S(=O)(=O)N2CCCC2)c1 | i | 8 | -0.3
COc1cc(/C=N/NC(=O)c2ccc(N)cc2)ccc1OC(=O)c1cccc(C)c1 | i | / | -0.2
CN(C)S(=O)(=O)c1ccc(C(=O)Nc2cccc(C(=O)N3CCOCC3)c2)cc1 | i | 12 | -1.3
CCC(=O)NC(=S)Nc1ccc(NC(=O)CC)cc1 | i | 6 | -0.6
CCOC(=O)N1CCN(C(=O)CSc2cc(C)nc3c(-c4ccccc4OC)c(C)nn23)CC1 | i | 13 | 0.6
CCc1nnc(NC(=O)C=C(C)C)s1 | i | 9 | -1.5
CN(C)CC(C)(C)CNC(=O)c1cc(Br)cc(Br)c1O | i | 18 | -0.6
CCc1ccc(N2CCN(CCNC(=O)Nc3ccccc3)CC2)cc1 | i | 8 | -1.0
COC(=O)c1ccc(C2CC(=O)Nc3cc(OC)c(OC)c(OC)c32)cc1 (stereo not drawn) | i | 1 | -1.6
CCOc1cc(/C=C/C(=O)c2ccc(OC)c(CN3CCOCC3)c2)cc(Br)c1O | i | 11 | -1.0
CC(C)[C@H](NC(=O)C1CCN(S(=O)(=O)c2ccccc2)CC1)C(=O)NCc1ccccc1 | i | 20 | -1.3
CCCCn1cnc2c(=S)nc(N)[nH]c21 | i | 10 | -0.5
O=C(COC(=O)C1CC(=O)N(Cc2ccccc2)C1)c1ccc(F)cc1 (stereo not drawn) | i | 14 | -0.7
Cc1cccc(SC2CCN(C(=O)C3CCC(=O)N(C4CC4)C3)CC2)c1 (stereo not drawn) | i | 9 | -1.7

Arranged by value in STK33 inh (ascending): some entries from above.
Compound | KCNQ2 block | OX1R antag | STK33 inh
CC1=NN(/C(=N\c2nnc(C)s2)Nc2ccccc2)[C@H](c2ccc(C)cc2)S1 | i | 17 | -0.4
O=C(NCc1ccc(F)cc1)c1cccc(S(=O)(=O)N2CCCC2)c1 | i | 8 | -0.3
CCCS(=O)(=O)N1CCN(CCN2C(=O)c3cccc4cccc(c34)C2=O)CC1 | i | 11 | -0.1

New compounds follow
SMILES | KCNQ2 block | OX1R antag | STK33 inh
COc1cc(C(=O)Nc2ccc3oc(-c4cccnc4)nc3c2)cc(OC)c1OC | i | 34 | -1.0
COc1cccc(CN2CCN(Cc3cccc4c3OCO4)CC2CCO)c1 (stereo not drawn) | i | 27 | -1.4
O=C(CN1CCOCC1)N/N=C/c1ccc(-c2cccc(Cl)c2Cl)o1 | i | 10 | -2.2
COc1ccc(-c2c(-c3ccc(O)cc3O)n[nH]c2C(F)(F)F)cc1 | i | 7 | 1.6
COc1ccc(S(=O)(=O)Nc2nc3n(n2)C(c2ccc(Cl)cc2)CC(=O)N3)cc1 (stereo not drawn) | / | 30 | 1.3
Cc1ccc(CNC(=O)CN2C(=O)c3ccccc3S2(=O)=O)cc1 | i | 6 | -1.3
COc1ccc(CN2CCN(C(=O)c3ccc(F)cc3)CC2)c(OC)c1 | i | -2 | -1.2
O=C(CCNS(=O)(=O)c1ccccc1)OCc1nnc(-c2ccccc2)o1 | i | 4 | -1.5
Cc1ccc(OC(=O)c2ccccc2C(=O)OCC(F)(F)C(F)F)cc1 | i | 12 | 2.3
O=C(/C=C/c1ccco1)OCc1nnc(-c2ccccc2)o1 | i | 20 | 1.3
COc1ccc(S(=O)(=O)N2CCN(c3ccccc3)CC2)cc1 | i | 14 | 0.3
O=C(Nc1ccccc1Cl)NC1(C(=O)N2CCCC2)CCCCC1 | i | 18 | -0.4
Cn1c(=O)cc(SCC(=O)NCCC2=CCCCC2)c2ccccc21 | i | 21 | -1.4
O=C(Nc1ccc(S(=O)(=O)N2CCCC2)cc1)C1CCCCC1 | i | 4 | -1.1
COc1ccc(C(=O)N2CCCC2)cc1 | i | 16 | -0.1

Compound profiles, from the list above. Order of values: KCNQ2 block	OX1R antag	STK33 inh
Entry for CCCS(=O)(=O)N1CCN(CCN2C(=O)c3cccc4cccc(c34)C2=O)CC1 = i	11	-0.1
Entry for CC(C)[C@H](NC(=O)C1CCN(S(=O)(=O)c2ccccc2)CC1)C(=O)NCc1ccccc1 = i	20	-1.3
Entry for COc1ccc(C(=O)/C=C/Nc2ccc(S(=O)(=O)Nc3nc(C)cc(C)n3)cc2)cc1OC = i	15	0.3
Entry for CCC(=O)NC(=S)Nc1ccc(NC(=O)CC)cc1 = i	6	-0.6
Entry for CCCCn1cnc2c(=S)nc(N)[nH]c21 = i	10	-0.5

Continuation:
SMILES | KCNQ2 block | OX1R antag | STK33 inh
CCCS(=O)(=O)c1c(S(=O)(=O)CCC)c2c(N)cccn2c1C(=O)c1ccc(Br)cc1 | i | -1 | 2.0
O=C(CNS(=O)(=O)c1cccs1)NCc1ccccc1 | i | -1 | -0.9
CCCc1cc(=O)[nH]c(SCC(=O)N2CCc3ccccc3C2)n1 | / | 9 | -0.8
O=C(CNC(=O)Cc1ccccc1)N=Nc1c(O)[nH]c2ccc(Br)cc12 | i | 8 | -0.1
O=c1c(Cc2ccc(F)cc2)c(O)ccn1Cc1cccc(Cl)c1 | i | 26 | -1.3
COc1ccc(NC(=O)COc2ccc(/C=N/NC(=O)c3cccnc3)cc2OC)cc1 | i | 10 | 1.6
C(=C\c1ccccc1)/C=N/Nc1nncc(-c2ccccc2)n1 | i | 10 | 0.1
C/C(=N\N=C1/NC(=O)C(C)S1)c1ccco1 (stereo not drawn) | i | 2 | -1.3
CCc1nnc(NC(=O)COc2ccccc2[N+](=O)[O-])s1 | i | 12 | -2.5
COCCn1c(SCC(=O)NNC(=O)c2ccc(OC)c(OC)c2)nc2ccccc2c1=O | i | 40 | -0.1
COc1ccc(/C=N/NC(=O)COc2cccc3cccnc23)cc1OC | i | 56 | 0.4
COc1ccc2[nH]c(=O)c(CN(C(=O)COc3ccccc3)C(C)C)cc2c1 | i | 31 | 1.8
CCCC(=O)Nc1ccccc1N1CCN(C(=O)c2ccccc2)CC1 | i | 0 | -1.9
CCCCNC(=O)CCc1nc2cccnc2n1Cc1ccc(OC)cc1 | i | 10 | -0.3
Cc1ccc(N(C(=O)c2csnn2)C(C(=O)NC2CCCC2)c2ccccn2)cc1 (stereo not drawn) | i | -3 | 0.5
O=C(CSc1nnc(-c2ccncc2)n1-c1ccc(Cl)cc1)Nc1ccc(C(=O)O)cc1 | i | 7 | -0.8
CCN(CC(=O)Nc1ccccc1OC)C(=O)CSCc1c(C)noc1C | i | 9 | -1.4
CC1CCCN(C(=O)Cn2cnc3c2c(=O)n(C)c(=O)n3C)C1 (stereo not drawn) | i | 14 | -1.7
COc1ccc(NC(=S)N(CCCN2CCCCC2)Cc2cccs2)cc1 | i | 10 | -0.6
O=C(COC(=O)CCCC1=NS(=O)(=O)c2ccccc2N1)Nc1ccccc1 | i | 9 | -2.1
Cc1ccc(S(=O)(=O)Nc2nc3cc(C)c(C)cc3[nH]2)cc1 | i | 22 | -0.7
O=C(Nc1ccon1)Nc1ccccc1C(F)(F)F | i | 14 | -1.5
C=Cn1cc[n+](CC(=O)c2ccc(Cl)c(Cl)c2)c1 | i | 7 | -0.5
CCOCCCn1c(SCC(=O)Nc2cc(C(C)(C)C)nn2-c2ccccc2)nc2ccccc2c1=O | i | 23 | 0.1
O=C(NCc1cccs1)c1csc2c1CCCCC2 | i | 7 | 0.3
CC1CCC(NC(=O)COc2ccccc2C(N)=O)CC1 (stereo not drawn) | i | 31 | -0.4
Oc1ccc(CCC2CCCCN2Cc2nc(C3CC3)no2)cc1 (stereo not drawn) | i | 28 | 0.4
Cc1ccc(C(=O)NCC(=O)OC(C)C(=O)Nc2ccc(N3CCOCC3)cc2)s1 (stereo not drawn) | i | 3 | 0.7
Cc1ccc(C(=O)NC(=S)NCc2cccnc2)c(C)c1 | i | 15 | -1.9
COc1ccc(Br)cc1C(=O)Nc1ccc(Cc2ccncc2)cc1 | i | 23 | -2.1
CCOc1ccc(NC(=O)CN(C)C(=O)/C=C/c2ccco2)cc1OCC | / | 5 | -0.8

Not a hit list. Share with any hit: about 2.7%.
